# TRHR ag = activates the human TRH receptor; TRHR cells, calcium flux fluo-8, FDSS agonist mode; activation, % at 2 µM; hit rate 0.18% among 360,000; AID 493084; in the data active = activation above about 30%; note: 0% is about no effect
#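 TRHR-expressing cells, plated overnight in medium with 10% serum, were loaded with fluo-8 calcium dye at room temperature. After a 10 s baseline, library compound was pin-added and calcium release was recorded kinetically (ex 480/em 530) as agonist response.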
# TrxR1 inh = inhibitors of rat thioredoxin reductase 1; O89049; Potency, µM (doses to about 114 µM), for the others: top-dose activity change, negative = inhibition, hits mostly inhibitors; hit rate 1% among 390,000; recombinant rTrxR1, NADPH fluorescence consumption, selenite substrate; note: potency is the fitted concentration of half-maximal effect; % is set by controls: 0 for no effect and ±100 for the full control effect; nearly all actives have a fitted effect of over 65% in size
#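 Rat TrxR1 (90 nM in the dispensed reagent) was pre-reduced with 400 uM NADPH for 5 min at room temperature, then incubated with compound for 15 min. After 400 uM selenite was added, NADPH fluorescence (Ex 340/Em 450 nm) was followed for 8 min.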
# D2 agonist = D2 dopamine receptor (human) agonism | AID 485358 | activation, % at 2 µM | hit rate 0.53% among 340,000 | HEK293 T-REx D2 cells, calcium flux agonist mode;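 active = activation over 3 SD above normal in the single-dose calcium agonist read, cut at about 30% in these data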; note: 0% is about no effect
#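 Agonism scored from kinetic calcium signal (1 read/sec, 180 s) following compound pin transfer, after a 10 s baseline. Cells: HEK293 Trex line expressing inducible D2 receptor coupled to calcium, dye-loaded after overnight culture at 30 C.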
# PI4K2A block = inhibitors of human PI4K2A. purified PI4K2A, ADP-Glo luminescence, 1 h; hits give low values. activity change, negative = inhibition, % at 76.9 µM. hit rate 0.13% among 420,000. AID 1346378; in the data active = activity change below about -50%; inconclusive = mostly about -30% to -49%;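 note: -100% = wells without enzyme as full effect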
#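 In this quantitative HTS, ADP production by PI4K2A was quantified luminescently after 1 h at ambient temperature; 100 microM adenosine served as plate-quality control.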
# IDH1 R132H inh = human IDH1 R132H inhibition. AID 602179. IDH1-R132H enzyme, NADPH consumption, diaphorase/resazurin fluorescence. O75874. hit rate 0.093% among 390,000. Potency, µM (doses to about 76.6 µM), without a hit: top-dose activity change, negative = inhibition, actives largely listed as inhibitors; note: potency is the fitted concentration of half-maximal effect; % is set by controls: 0 for no effect and ±100 for the full control effect; nearly all actives have a fitted effect of over 65% in size
#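 IDH1-R132H (0.5 ug/mL dispensed) in pH 7.5 Tris buffer was preincubated 30 min with compound, then given a substrate mix of 0.016 mM NADPH and 2 mM alpha-KG for 80 min at room temperature; remaining NADPH was read by diaphorase/resazurin fluorescence.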
# TrxR1 substrate = substrates of rat thioredoxin reductase 1 | purified TrxR1 substrate turnover, NADPH consumption readout | Potency, µM (doses to about 114 µM), for the others: at the top dose activity change, negative = substrate turnover | hit rate 0.01% among 390,000 | AID 588456; note: potency is the fitted concentration of half-maximal effect; % is set by controls: 0 for no effect and ±100 for the full control effect; nearly all actives have a fitted effect of over 50% in size
#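 Rat TrxR1, dispensed at 90 nM, was prereduced with 400 uM NADPH (final) for 5 min at ~22 deg C, then incubated with compound 15 min before 400 uM selenite. A first-read NADPH fluorescence drop versus no-compound background flagged substrates.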
# TRHR enhancer = allosterically enhances the human TRH receptor; P34981; TRHR cells, fluo-8 calcium fluorescence, EC20 TRH enhancement; enhancement, % at 2 µM; hit rate 0.66% among 360,000; in the data active = enhancement above about 30%; note: 0% is about no effect
#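 Enhancer read-out: after compound pinning and an initial kinetic agonist-mode read, an EC20 of TRH (10 nM final) was injected and fluo-8 calcium signal (Ex 480/Em 530) followed at 1 s/cycle for 100 cycles in TRHR-expressing cells.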
# D2 antagonist = antagonists of human D2 dopamine receptor. P14416. HEK293 TREx D2 cells, calcium flux, dopamine EC80. inhibition, % at 10 µM. hit rate 2% among 340,000. AID 485344; in the data active = inhibition above about 30%; note: 0% is about no effect
#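 Calcium mobilization kinetics were recorded at 1 s intervals in tetracycline-induced HEK293 T-REx D2 cells, first for 180 s after compound addition and then 180 s after EC80 dopamine.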
# USP1-UAF1 inh = inhibitors of human USP1/UAF1 deubiquitinase; hit rate 0.23% among 390,000; recombinant USP1/UAF1, Ub-Rhodamine cleavage fluorescence; Potency, µM (highest dose often 57.1 µM), for the others: at the highest dose activity change, negative = inhibition, usual class: inhibitors; O94782; note: potency is the fitted concentration of half-maximal effect; % is set by controls: 0 for no effect and ±100 for the full control effect; nearly all actives have a fitted effect of over 60% in size; inactives centre near -12
# Target sequence (O94782 whole entry, looked up): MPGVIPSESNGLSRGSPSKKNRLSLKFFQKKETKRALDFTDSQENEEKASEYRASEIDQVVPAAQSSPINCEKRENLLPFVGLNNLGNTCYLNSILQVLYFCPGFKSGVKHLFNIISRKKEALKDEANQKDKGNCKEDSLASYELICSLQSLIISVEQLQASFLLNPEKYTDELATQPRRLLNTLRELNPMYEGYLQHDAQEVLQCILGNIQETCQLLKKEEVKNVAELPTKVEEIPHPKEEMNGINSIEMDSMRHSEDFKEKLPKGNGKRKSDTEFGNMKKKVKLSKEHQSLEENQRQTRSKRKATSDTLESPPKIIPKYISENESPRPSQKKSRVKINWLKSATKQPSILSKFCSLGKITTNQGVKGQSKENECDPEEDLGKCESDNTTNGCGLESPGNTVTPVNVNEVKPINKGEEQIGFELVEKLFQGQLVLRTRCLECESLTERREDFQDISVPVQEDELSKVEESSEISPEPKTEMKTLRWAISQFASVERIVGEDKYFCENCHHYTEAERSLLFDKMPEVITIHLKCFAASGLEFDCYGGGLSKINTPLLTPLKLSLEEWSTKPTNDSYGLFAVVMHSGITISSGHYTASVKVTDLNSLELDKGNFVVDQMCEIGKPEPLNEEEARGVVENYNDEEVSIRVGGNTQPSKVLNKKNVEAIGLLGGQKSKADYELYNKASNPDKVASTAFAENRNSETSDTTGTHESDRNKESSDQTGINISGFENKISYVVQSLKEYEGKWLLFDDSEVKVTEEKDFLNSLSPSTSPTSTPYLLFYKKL
#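 USP1/UAF1 complex at 1 nM was preincubated with compound for 15 min at room temperature, then Ub-Rho substrate (150nM final) was added. Fluorescence (480/540 nm) was read kinetically, 6 reads every 60 seconds.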
# An asterisk follows results filed as active; ? = inconclusive; / = no result given; & = joins results of further samples; [ ] = another dose, or the depositor's remark. Unless noted, calls come from the whole dose curve; as a rule, active = well fitted inhibition curve with a large enough effect; inconclusive = small, poorly fitted or top-dose-only effect; inactive = no such curve, though single readings can be large or run the other way.
# Labels used below – A = TRHR ag; B = TrxR1 inh; C = D2 agonist; D = PI4K2A block; E = IDH1 R132H inh; F = TrxR1 substrate; G = TRHR enhancer; H = D2 antagonist; I = USP1-UAF1 inh
> COC(=O)c1c(NC(=O)c2ccoc2C)sc2c1CCC2
  A: -2.5; B: -17%; C: -0.6; D: -6; E: 1%; F: 31%; G: 2; H: 16; I: -2%

> COc1cc2c(C(=O)NCCCN3CC(C)CC(C)C3)cn(CC(C)C)c(=O)c2cc1OC (stereo unspecified)
  A: -0.5; B: -39%; C: -0.5; D: 1; E: 3%; F: 11%[57.1 µM]; G: 6; H: -23; I: -9%

> O=C(CNC(=O)c1ccc(Br)o1)NCc1ccc(Cl)cc1
  A: -0.9; B: 1%; C: -0.1; D: 0; E: 0%; F: -2%; G: -1; H: 16; I: -6%

> N#CN=C(c1ccccc1)c1ccccc1
  A: 0.4; B: 17%; C: 0.5; D: -1; E: -5%; F: 1%; G: 16; H: 7; I: 1%

> O=C1CC2(CCN(C(=O)c3ccc([N+](=O)[O-])cc3)CC2)Oc2ccccc21
  A: -0.5; B: 24%[57.1 µM]; C: -0.1; D: -2; E: -5%; F: 16%[57.1 µM]; G: 16; H: -10; I: -20%

> COc1ccc(-c2csc3nc(-c4ccc(Cl)cc4)oc(=O)c23)cc1
  A: 0.6; B: 24%; C: 0.5; D: 4; E: 3%; F: 1%; G: 3; H: /; I: -31%

> O=C(Oc1ccc(-c2ccccc2)cc1)C1C2CCCCC21 (stereo unspecified)
  A: 1.4; B: 10%[57.1 µM]; C: 0.6; D: -7; E: 10%; F: 12%[57.1 µM]; G: 1; H: 1; I: -5%

> Cc1cc(C(=O)N/N=C/c2ccc(-c3cccc([N+](=O)[O-])c3)o2)n[nH]1
  A: -0.5; B: 13%; C: 0.4; D: -10; E: 0%; F: -6%; G: 4; H: 2; I: -22%

> CCCc1cc(=O)[nH]c(SCC(=O)N(C)CC(=O)Nc2ccc(F)cc2)n1
  A: -0.1; B: -5%; C: -0.1; D: -1; E: 3%; F: -15%; G: 0; H: -15; I: -10%

> CCCn1nnnc1NCc1ccccc1F
  A: -0.9; B: 19%; C: -0.4; D: 0; E: -2%; F: 3%; G: 7; H: -8; I: -13%

> CC(=O)N(CCCCN1C(=O)c2ccccc2C1=O)c1ccc(C)cc1
  A: 0.1; B: -2%; C: 0.0; D: 14; E: 7%; F: -2%; G: 6; H: -3; I: -20%

> COc1cc(C(=S)N2CCC(C)CC2)ccc1O
  A: 0.0; B: -20%; C: 0.6; D: 4; E: 0%; F: -4%; G: -3; H: -1; I: -19%

> COc1ccc(-n2c(SCCC(C)C)nc3sc4c(c3c2=O)CC(C(C)C)OC4)cc1 (stereo unspecified)
  A: -0.2; B: 15%; C: 1.5; D: 0; E: -3%; F: 0%; G: 0; H: /; I: -23%

> COc1ccc(-c2c(C)nn3c(N4CCN(Cc5ccccc5)CC4)cc(C)nc23)cc1OC
  A: -1.0; B: 13%; C: -0.2; D: -5; E: 9%; F: 5%; G: 12; H: 26; I: -28%

> Cc1ccc(Cl)cc1NC(=O)CC1NCCNC1=O (stereo unspecified)
  A: -0.1; B: 19%; C: -1.3; D: -7; E: 1%; F: -2%; G: -7; H: -7; I: 3%

> CCNC(=O)c1c(O)c2c([nH]c1=O)CCCC2
  A: 0.1; B: 20%; C: -0.1; D: -6; E: -3%; F: 1%; G: -7; H: 4; I: -20%

> C(=N\Nc1ccc2nncn2n1)/c1ccco1
  A: -0.6; B: -17%[57.1 µM]; C: 0.3; D: -6; E: 1%; F: -2%[57.1 µM]; G: -1; H: -2; I: -2%

> Cn1c(=O)c2cc(S(=O)(=O)NC(C(=O)NCc3cccnc3)c3ccccc3)ccc2n(C)c1=O (stereo unspecified)
  A: 0.6; B: 13%; C: 0.2; D: 3; E: 10%; F: 3%; G: 8; H: -15; I: -15%

> CC(=O)c1cccc(NC(=O)C2=CC(c3ccc4c(c3)OCO4)=NS(=O)(=O)N2C)c1
  A: 0.2&0.0; B: 28%&10%; C: 0.0&0.0; D: 4&0; E: 12%&-10%; F: -2%&-2%; G: -2&1; H: 48*; I: -18%&-13%

> CCOc1ccc(NC(=O)C(=O)NCC(c2cccnc2)N2CCc3ccccc32)cc1 (stereo unspecified)
  A: 0.2; B: 3%; C: -0.5; D: -3; E: -14%; F: -3%; G: 3; H: /; I: -12%

> O=C(NNS(=O)(=O)c1ccc(Cl)cc1)c1ccc(S(=O)(=O)N2CCCCC2)cc1
  A: -0.5; B: -1%; C: -0.2; D: 3; E: 5%; F: -5%; G: 15; H: 4; I: -6%

> O=C(Nc1cccc2ccccc12)NC1CCCCC1O (stereo unspecified)
  A: -0.4; B: 21%[57.1 µM]; C: -1.4; D: -4; E: 16%; F: 13%[57.1 µM]; G: -1; H: -3; I: -26%

> CCN1CCN(C(=O)c2ccc3c(c2)N(Cc2cccc(Cl)c2)C(=O)c2ccccc2S3=O)CC1 (stereo unspecified)
  A: 0.3; B: 15%[57.1 µM]; C: 0.5; D: 2; E: -7%; F: -1%[57.1 µM]; G: -4; H: /; I: -14%

> O=C1C2C3C=CC(C4CC34)C2C(=O)N1/N=C/c1ccc(-c2ccc(F)cc2[N+](=O)[O-])o1 (stereo unspecified)
  A: -0.2; B: -11%; C: -1.0; D: 2; E: 2%; F: -8%; G: 0; H: -16; I: -24%

> COC(=O)Cc1c(C)c2ccc3c(c2oc1=O)CN(Cc1ccc(C)cc1)CO3
  A: -0.9; B: 35µM*; C: -1.3; D: 2; E: 14%; F: /; G: 4; H: /; I: -7%

> COc1cc2c(cc1OC)CN(C(=O)c1nn(Cc3ccccc3)c(=O)c3ccccc13)CC2
  A: 0.1; B: 0%; C: 1.3; D: -2; E: 3%; F: -9%; G: -6; H: 4; I: -18%

> CCOC(=O)N1CCC(N2CCN(c3ccccc3)CC2)CC1
  A: 0.1; B: 5%[57.1 µM]; C: 45*; D: -3; E: 1%; F: 6%[57.1 µM]; G: 0; H: 74*; I: -4%

> O=C(C1CCN(Cc2ccc(F)cc2)CC1)N(CCO)Cc1ccccc1
  A: 0.4; B: 6%; C: /; D: -4; E: -5%; F: 3%; G: 1; H: /; I: 0%

> COc1ccc(CC(=O)OCC(=O)N2CCCc3ccccc32)cc1OC
  A: 0.1; B: -44%[57.1 µM]; C: 0.2; D: 0; E: -4%; F: 17%[57.1 µM]; G: 0; H: 17; I: -22%

> COc1ccc(NC(=O)COc2ccc(C(=O)c3ccc(F)cc3)cc2)cc1S(N)(=O)=O
  A: -0.1; B: 25%[57.1 µM]; C: -0.7; D: 1; E: -4%; F: -8%; G: -5; H: 19; I: -17%

> Cc1ccc(NC(=O)COC(=O)c2ccc(CN3CCCC3=O)cc2)cc1C
  A: -0.2; B: -6%; C: 0.2; D: -1; E: 5%; F: -7%; G: -3; H: -8; I: -18%

> CCC(Sc1nc(C)cc(C)n1)C(=O)Nc1ccc(Cl)cn1 (stereo unspecified)
  A: 0.0; B: -5%; C: -1.7; D: -20; E: 4%; F: -8%; G: -3; H: 5; I: -10%

> CC(C)=CCN1CCN(Cc2ccc(Oc3ncccn3)cc2)CC1CCO (stereo unspecified)
  A: 0.5; B: 9%; C: 0.5; D: 3; E: 0%; F: 0%; G: 6; H: -8; I: -3%

> COc1ccc(-c2nc3ccccc3o2)cc1NC(=O)C(C)Oc1ccc(Cl)cc1Cl (stereo unspecified)
  A: -3.1; B: 39%[11.4 µM]; C: 0.9; D: -1; E: 12%; F: 18%; G: 3; H: /; I: -24%

> CCNC(=S)N1CCN(c2nc(-c3ccc(F)cc3)cs2)CC1
  A: -0.2; B: -1%; C: -1.2; D: -2; E: -2%; F: -6%; G: -4; H: 1; I: -18%

> CCOC(=O)C1(Cc2cccc(OC)c2)CCCN(C(=O)c2cc(CC(C)C)[nH]n2)C1 (stereo unspecified)
  A: -1.5; B: 2%; C: 0.0; D: 2; E: 2%; F: -6%; G: -2; H: 5; I: 1%

> CCN(C(=O)CSc1nc2n[nH]c(C)c2c(=N)n1-c1ccc(Cl)c(C)c1)c1cccc(C)c1
  A: -0.2; B: 9%; C: -1.0; D: -2; E: 46µM*; F: 6%; G: -1; H: -4; I: ?

> COc1ccc(C(O)Cc2nccn2C)cc1 (stereo unspecified)
  A: /; B: 17%; C: /; D: 1; E: -4%; F: 3%; G: /; H: /; I: -19%

> C=CCOC(=O)C1=C[C@@H](c2ccccc2)C[C@@H](OCc2ccc(CO)cc2)O1
  A: -0.2; B: -6%; C: 0.1; D: 1; E: 8%; F: 1%; G: 13; H: -9; I: -31%

> COc1ccc(OC)c(C(=O)N(C[C@H]2CC[C@@H]([C@@H]3CC[C@H](CO)O3)O2)C(C(=O)NC(C)(C)C)c2ccc(-c3ccccc3)cc2)c1 (stereo partly specified)
  A: /; B: -2%; C: /; D: 1; E: -5%; F: -6%; G: /; H: /; I: -15%

> O=C(O)C(Cc1ccc(F)cc1)c1ccccc1 (stereo unspecified)
  A: 0.4; B: 32%; C: -1.5; D: -2; E: 5%; F: 7%; G: 2; H: 2; I: -24%

> O=c1ccc(Oc2nc(N3CCCCC3)nc(N3CCCCC3)n2)n[nH]1
  A: -0.5; B: -14%; C: -1.0; D: 2; E: 7%; F: -1%; G: -5; H: 11; I: -13%

> Cc1cc(C)c2oc(C(=O)NCc3ccccc3)cc(=O)c2c1
  A: -1.1; B: 26%; C: 0.6; D: 3; E: 3%; F: 2%; G: -13; H: -20; I: -17%

> CCc1ccc(S(=O)(=O)Nc2ccc(-c3ccc4nnc(C)n4n3)cc2)s1
  A: 0.2; B: 9%; C: 0.1; D: -1; E: -4%; F: 0%; G: 13; H: -24; I: -9%

# Rewritten with values under each structure: entries from further up.
# Below each compound – TRHR ag, TrxR1 inh, D2 agonist, PI4K2A block, IDH1 R132H inh, TrxR1 substrate, TRHR enhancer, D2 antagonist, USP1-UAF1 inh
CCc1ccc(S(=O)(=O)Nc2ccc(-c3ccc4nnc(C)n4n3)cc2)s1
  0.2, 9%, 0.1, -1, -4%, 0%, 13, -24, -9%
Cc1ccc(NC(=O)COC(=O)c2ccc(CN3CCCC3=O)cc2)cc1C
  -0.2, -6%, 0.2, -1, 5%, -7%, -3, -8, -18%
